Screening data: PubChem, National Center for Advancing Translational Sciences (NCATS)
TDP1 inh: blocks human tyrosyl-DNA phosphodiesterase 1; Q9NUW8; Potency, µM (highest dose often 130 µM), inactives show at the highest dose activity change, negative = inhibition, hits mostly inhibitors; 350,000 tested, 0.28% active; recombinant TDP1, AlphaScreen DNA substrate cleavage; note: nearly all actives have a fitted effect of over 40% in size
Target sequence (Q9NUW8 whole entry, looked up): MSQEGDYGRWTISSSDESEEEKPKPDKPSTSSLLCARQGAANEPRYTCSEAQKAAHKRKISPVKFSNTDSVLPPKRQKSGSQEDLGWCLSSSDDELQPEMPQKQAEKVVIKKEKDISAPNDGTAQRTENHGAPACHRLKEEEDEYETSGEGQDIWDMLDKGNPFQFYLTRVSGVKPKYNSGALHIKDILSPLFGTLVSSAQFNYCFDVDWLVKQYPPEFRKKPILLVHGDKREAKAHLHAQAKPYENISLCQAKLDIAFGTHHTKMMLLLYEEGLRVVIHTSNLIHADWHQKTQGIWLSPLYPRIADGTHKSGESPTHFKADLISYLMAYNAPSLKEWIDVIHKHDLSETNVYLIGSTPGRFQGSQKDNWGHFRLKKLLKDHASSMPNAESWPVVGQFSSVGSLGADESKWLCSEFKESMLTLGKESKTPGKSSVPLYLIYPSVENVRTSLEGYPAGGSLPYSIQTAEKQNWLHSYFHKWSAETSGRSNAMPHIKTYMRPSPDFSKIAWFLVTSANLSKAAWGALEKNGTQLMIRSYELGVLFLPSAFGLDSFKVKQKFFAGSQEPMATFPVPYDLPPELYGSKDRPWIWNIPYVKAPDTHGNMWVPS
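AlphaScreen read-out: signal falls as enzyme removes the 3' tyrosine-FITC from a 5'-biotinylated DNA oligo (15 nM, 5 min, RT). Enzyme was E. coli-made recombinant Tdp1 at 1 nM, exposed to compound for 15 min beforehand; beads 10 ug/ml, 10 min.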
DT40 TDP1 CPT: growth inhibition of DT40 Tdp1-/-;hTDP1 cells with camptothecin (screen for TDP1 inhibitors); Potency, µM (doses to about 46.2 µM), without a hit: at the highest dose activity change, negative = growth inhibition, hits mostly inhibitors; chicken DT40 Tdp1-/-;hTDP1 cells + 20 nM CPT, ATP luminescence, 48 h; AID 686979; 420,000 tested, 12% active; note: nearly all actives have a fitted effect of over 55% in size
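Chicken DT40 Tdp1-/- cells complemented with human TDP1, 400 cells/well, exposed to compounds plus 20 nM camptothecin for at least 48 h at 37 C; viability read as ATP content by CellTiter-Glo luminescence.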
DT40 TDP1 no CPT: qHTS for Inhibitors of human tyrosyl-DNA phosphodiesterase 1 (TDP1): qHTS in cells in absence of CPT; DT40 Tdp1-/- hTDP1 cells, no CPT, ATP luminescence, 48 h; Potency, µM (titrated, usually from 46.2 µM), for inactives: at the highest dose activity change, negative = growth inhibition, hits mostly inhibitors; 420,000 tested, 15% active; AID 686978, 2013; note: nearly all actives have a fitted effect of over 55% in size
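Camptothecin absent (DMSO only). Human TDP1-complemented DT40 knockout cells, 400 cells/well, 37 °C for minimum 48 hr; ATP measured via CellTiter-Glo, 30 min dark incubation, luminescence.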
Starred values were filed as active, the others as inactive; ? = inconclusive; nt = no result given; & = joins results of further samples; [ ] = another dose, or the depositor's remark. Calls come from the whole dose curve; as a rule, active = well fitted curve in the direction sought with a large enough effect; inconclusive = small, poorly fitted or top-dose-only effect, or another doubt; inactive = no such curve, though single readings can be large; an effect the other way counts as inactive or inconclusive. % is set by controls: 0 for no effect and ±100 for the full control effect; potency is the fitted concentration of half-maximal effect.

smiles,TDP1 inh,DT40 TDP1 CPT,DT40 TDP1 no CPT
CSc1nc2ccc3nc(NC(=O)c4ccccc4)sc3c2s1,3%,?,?
CC(Sc1ccc(Cl)cc1)C(=O)NCc1ccc2c(c1)OCO2 (stereo not drawn),5%,-24%,-21%
O=C(Nc1ccc(Br)cc1)C1CCCN1S(=O)(=O)c1ccc(F)cc1 (stereo not drawn),5%,?,15µM*
O=C1CC(c2ccc3c(c2)OCCO3)Oc2ccccc21 (stereo not drawn),0%,?,-20%
Cc1cc(C)nc(Nc2n[nH]c(COc3cccc4ccccc34)n2)n1,9%,2.9µM*,3.3µM*
Cc1cc(CNC(=O)C(C)n2nc(C)c([N+](=O)[O-])c2C)c2ccccc2n1 (stereo not drawn),4%,6%,?
Cc1cc([N+](=O)[O-])ccc1NC(=O)C1CCCO1 (stereo not drawn),3%,0%,-8%
CCc1nc2ccc(C(=O)NCc3ccc(OC)cc3)cn2c1N(CC)Cc1cccc(Br)c1,nt,23µM*,?
CNC(=O)NC(=O)CSc1nc2cc(C(=O)OC)ccc2c(=O)n1-c1ccccc1,0%,-22%,-9%
CN(/N=C/c1ccncc1)c1cnn(-c2ccc(F)c(Cl)c2)c(=O)c1Cl,-2%,-19%,1%
C/C(=N\NC(=O)c1ccccc1O)c1ccc(NC(=O)Cc2ccccc2)cc1,56µM*,-1%,-12%
Cn1c(CC(=O)NNC(=O)c2ccc(F)cc2F)nc2ccccc21,2%,?,?
O=C(Nc1ccccc1)O[C@@H]1C[C@H]2CCCC(=O)N3CC[C@@H](C1)[C@@H]23,nt,?,-12%&-22%
Cc1ccc(C(=O)Nc2ccc(C)c(S(=O)(=O)N3CCOCC3)c2)c(C)c1,4%,-27%,-22%
CN(C)c1ccc(C=O)cc1Cl,nt,2%,-10%
CCOc1ccccc1NC(=O)Nc1ccc2c(c1)CCC2,1%,-12%,-10%
Cc1ccccc1CNC(=O)C(C)Sc1ccccc1 (stereo not drawn),nt,-9%,-20%
CCC(C)(C)n1nnnc1CN(Cc1cc2cc(OC)ccc2[nH]c1=O)C1CCCC1,4%,?,?
Cc1ccc(NC(=O)c2ccc(Cl)cc2Cl)c(C(=O)c2ccccc2)c1,3%[2.28 µM],?,?
Clc1ccc(OCCN2CCOCC2)cc1Cl,-5%,-9%,-12%
CCCCC1Cc2[nH]c(=S)[nH]c(=O)c2C(C(C)C)O1 (stereo not drawn),nt,?,?
Cc1ccc(Cn2c(=O)n(CC3CCC(C(=O)N4CCC(C)CC4)CC3)c(=O)c3sccc32)cc1 (stereo not drawn),7%,?,?
O=c1[nH]c(Cc2ccccn2)nc2scc(-c3ccc(Cl)cc3)c12,5%,?,-19%
Cc1cccc(N(C(=O)c2sc(C)nc2C)C(C(=O)NCc2ccco2)c2ccccc2)c1 (stereo not drawn),3%,-20%,-24%
CCOc1ccc(S(=O)(=O)NCc2cccnc2)cc1C(C)C,nt,?,?
CCOC(=O)C1CCN(C(=O)CCc2ccccc2)CC1,0%,-13%,-5%
CCC(C(=O)NCCCN1CCCCCC1)n1nc(C)c2sc3ccccc3c2c1=O (stereo not drawn),7%,-1%,26%
O=C1CSC(c2cccnc2)N1Cc1cccnc1 (stereo not drawn),5%,17%,5%
CCN(CC(=O)Nc1ccc(Br)cc1F)CC(=O)NC1CCS(=O)(=O)C1 (stereo not drawn),-1%[56.1 µM],-28%,-22%
CC(=O)Nc1ccc(NC(=O)Cc2sc(-c3cccnc3)nc2-c2ccc(C)cc2)cc1,4%,-27%,1%
CCOC(=O)c1sc2ccc(S(=O)(=O)N3CCCCC3)cc2c1N,-1%,14µM*,?
CC1CCN(C(=O)COC(=O)c2cccc(S(=O)(=O)N(C)c3ccccc3)c2)CC1,-1%,?,?
CC(=O)C1=C(O)C(=O)N(c2ccc(O)cc2)C1c1ccc(Cl)cc1 (stereo not drawn),5%,-13%,16%
Fc1cnc(N2CCN(c3ccccc3)CC2)nc1N1CCN(c2ccccc2)CC1,-4%,?,-27%
CN(C(=O)C1Cc2c(-c3ccccc3Oc3ccccc3)ccnc2O1)c1ccccc1 (stereo not drawn),nt,?,?
Cc1ccc(-c2cc(C(=O)NCc3cn(C)nc3C)c3cc(Br)ccc3n2)cc1,-3%,?,?
Cc1ccc(C2=Nc3ccccc3NC(c3ccncc3)=N2)cc1,5%,?,13µM*
Cc1cc(N2CCC(C(=O)NC3CC3)CC2)nc(-c2ccccc2)n1,3%,-15%,-10%
CCNc1nc(OC)nc(SCC(=O)Nc2ccccc2)n1,-1%,?,?
CCN(CC)CCNC(=S)Nc1ccc2nc(N3CCCC3)cc(C)c2c1,3%,13µM*,10µM*
CC(=O)c1cccc(NC(=O)CSc2ccc(-c3cccnc3)nn2)c1,nt,-10%,?
Cn1c(=O)c2[nH]c(-c3ccccc3)c(O)c2n(C)c1=O,-3%,?,?
CC(C)C(=O)Nc1cccc(-c2nc3ccccc3o2)c1,0%,-17%,?
CC1(C)OC(=O)C2=C(C[C@@H](CCc3ccccc3)O[C@H]2C2CCCC2)O1,nt,?,?
CCCS(=O)(=O)N1CCC(C(=O)NCCc2ccc(OC)c(OC)c2)CC1,6%,-1%,-1%
CCOc1ccc(C(=O)Nc2nnc(C(C)C)s2)cc1OCC,3%,-21%,-20%
COCCNC(=O)C1(C)CCCN(CCS(=O)(=O)c2ccc(C)cc2)C1 (stereo not drawn),nt,-19%,-12%
CC(=O)Oc1ccc2c(c1)CCC1C2CC[C@]2(C)C(OC(C)=O)CCC12 (stereo partly drawn),-12%[56.1 µM],6%,0%
COc1ccc(C(=O)NC(=S)N2CCC(C)CC2)cc1,-1%,?,?
COc1ccc(CN2COc3ccc4c(-c5ccccc5)cc(=O)oc4c3C2)cc1OC,4%,?,?
O=C(Nc1ccc(F)cc1F)c1noc2c1CCC2,nt,-27%,-27%
COc1ccc(-c2nc3cnc(Oc4ccccc4)nc3n(Cc3cccs3)c2=O)cc1,nt,0%,-4%
O=C1/C(=C/c2ccc(O)cc2)COc2ccccc21,22%,0%,-17%
CCn1nnc(-c2ccccc2NC(=O)c2cnccn2)n1,nt,-19%,-22%
O=C(NCCc1ccccc1)C1CC(=O)N(C2CCCCC2)C1 (stereo not drawn),3%,-24%,12%
COc1ccccc1CNS(=O)(=O)CCNC(=O)c1ccccc1,nt,-9%,-14%

Continuation:
smiles,TDP1 inh,DT40 TDP1 CPT,DT40 TDP1 no CPT
O=C(Cc1ccccc1)NCC(=O)Nc1ccc(OC(F)(F)F)cc1,4%,9%,1%
CCN1CCN(S(=O)(=O)c2ccc(Cl)c(C(=O)Oc3ccc(CC(=O)OC)cc3)c2)CC1,nt,-17%,-9%
O=C(COC(=O)c1ccc(O)cc1)NCC1CCCO1 (stereo not drawn),7%,-1%,-16%
COC(=O)c1cc2oc(C)cc2n1Cc1ccc(C)cc1,16%,-23%,?
CC(C)Oc1ccc(CNC(=O)c2ccc3nc(Cc4ccccc4)oc3c2)cc1,1%,?,-28%
O=C(Cn1ncc2c3ccccc3n(Cc3ccccc3F)c2c1=O)NC1CCCCCC1,3%,7.3µM*,15µM*
CCCNC(=O)N1CCN(C(=O)NCCC)CC1,5%,6%,5%
CCc1[nH]nc(C(=O)N/N=C/c2ccncc2)c1C,1%,-23%,2%
CCOc1ccc2nc(N3CCCC(C(=O)NCCCN4CCCCC4)C3)sc2c1 (stereo not drawn),1%,?,?
CCn1c(/C=N/NC(=O)c2ccc(OC)cc2)nc2ccccc21,8%,13µM*,16µM*
C[C@@H]1CN([C@@H](C)CO)S(=O)(=O)c2ccc(Br)cc2O[C@H]1CN(C)C(=O)C1CCOCC1,nt,9%,-3%
O=C(c1cccc(-n2cnnn2)c1)N1CCOCC1,1%,2%,1%
O=C(Cn1sc2ccccc2c1=O)NC12CC3CC(CC(C3)C1)C2,12%,1.5µM*,1.8µM*
O=C(NCc1ccc(F)cc1)Nc1nnc([C@@H]2C[C@H](O)[C@@H](CO)O2)s1,nt,1%,-14%
O=C(O)CCN1CCN(S(=O)(=O)c2ccc3ccccc3c2)CC1,4%,-1%,13%
O=C(N[C@H]1C/C=C\C[C@H](CC(=O)N(CCO)Cc2ccccc2)C(=O)NC[C@H](c2ccccc2)OC1=O)OCC1c2ccccc2-c2ccccc21,-11%,6.5µM*,6.5µM*

The last 3 compounds of the section above come first, to join the parts.
smiles,TDP1 inh,DT40 TDP1 CPT,DT40 TDP1 no CPT
O=C(NCc1ccc(F)cc1)Nc1nnc([C@@H]2C[C@H](O)[C@@H](CO)O2)s1,nt,1%,-14%
O=C(O)CCN1CCN(S(=O)(=O)c2ccc3ccccc3c2)CC1,4%,-1%,13%
O=C(N[C@H]1C/C=C\C[C@H](CC(=O)N(CCO)Cc2ccccc2)C(=O)NC[C@H](c2ccccc2)OC1=O)OCC1c2ccccc2-c2ccccc21,-11%,6.5µM*,6.5µM*
COc1ccc(S(=O)(=O)N2CCN(c3ccccc3)CC2)cc1-c1noc(C)n1,9%,11%,-9%
C=CCC[C@H](Cc1ccc(F)cc1)C(=O)OC[C@@H](C)NC(=O)[C@H](CC=C)CC(=O)N(CCO)Cc1ccccc1,0%,15µM*,18µM*
CCCCCC(=O)Nc1ccc(N2CCN(CC)CC2)c(Cl)c1,6%,35µM*,?
CCOC(=O)[C@]12CCCC=C1N(Cc1ccc3c(c1)OCO3)C(=O)[C@H](CC(=O)NCc1cccs1)C2,nt,?,?
CCC(=O)N1c2ccccc2CC1C(=O)NCCCN1CCN(c2ccccc2)CC1 (stereo not drawn),6%,?,?
CC1=C(C(=O)OCc2ccccc2)C(c2cccs2)NC(=O)N1CCCC(=O)O (stereo not drawn),-1%,-3%,-18%
C=C(C)CC(c1ccccc1)N(C(C)=O)c1ccco1 (stereo not drawn),1%,2%,-12%
COc1cccc(C(=O)N(CN2CCCC2=O)c2ccccc2OC)c1,6%,-19%,-15%

Single records, from the list above. Order of values: TDP1 inh	DT40 TDP1 CPT	DT40 TDP1 no CPT
COc1ccc(S(=O)(=O)N2CCN(c3ccccc3)CC2)cc1-c1noc(C)n1 reads 9%	11%	-9%
CCCCCC(=O)Nc1ccc(N2CCN(CC)CC2)c(Cl)c1 reads 6%	35µM*	?
CCC(=O)N1c2ccccc2CC1C(=O)NCCCN1CCN(c2ccccc2)CC1 (stereo not drawn) reads 6%	?	?
C=CCC[C@H](Cc1ccc(F)cc1)C(=O)OC[C@@H](C)NC(=O)[C@H](CC=C)CC(=O)N(CCO)Cc1ccccc1 reads 0%	15µM*	18µM*
CC1=C(C(=O)OCc2ccccc2)C(c2cccs2)NC(=O)N1CCCC(=O)O (stereo not drawn) reads -1%	-3%	-18%

Other results:
smiles,TDP1 inh,DT40 TDP1 CPT,DT40 TDP1 no CPT
Cc1ccc(NC(=O)C(C)Sc2nnc(C3CC3)n2C2CC2)cc1S(=O)(=O)N1CCOCC1 (stereo not drawn),1%,-21%,15%
CC(C)COc1ccc(C(=O)Nc2ccccc2[N+](=O)[O-])cc1,-5%,-24%,?
CC(=O)N1CCCc2cc(S(=O)(=O)N3CCC(C(=O)NCCC(C)C)CC3)ccc21,-2%,9%,-7%
CC(NC(=O)CSc1nc(-c2cccc(Cl)c2)nc2cc(=O)[nH]n12)c1nc2ccccc2n1C (stereo not drawn),5%,-10%,-15%
Cc1ccc(C)c(S(=O)(=O)N2CC(=O)N(CCc3ccccc3)C(=O)C2)c1,5%,-6%,-3%
CC(=O)NCCSC(=O)c1ccc(F)cc1,0%,9%,3%
Clc1ccc(/C=C/c2ccc3ccccc3n2)cc1Cl,nt,6.3µM*,3.5µM*
COc1ccc(C2CC(c3cccs3)=NN2C(=O)CSC2=NCCS2)cc1 (stereo not drawn),4%,-41%,?
CC(C)C(=O)Nc1ccc(S(=O)(=O)N2CCC(c3nc4ccccc4[nH]3)CC2)cc1,1%,?,21µM*
CCCC(CCC)C(=O)Nc1ccncc1,-4%,-22%,-26%
O=C(C[n+]1ccccc1)c1ccc(I)cc1,nt,-20%,?
